High-throughput results from PubChem.
CIT2-GFP yeast – modulators of CIT2-GFP expression in yeast, primary screen, S. cerevisiae, GFP fusion, multiplex flow cytometry, MLPCN library. S. cerevisiae CIT2-GFP strain, 3 h; 100 means same as DMSO wells. GFP response vs DMSO, % at 10 µM. 320,000 tested, 0.065% active. AID 2029, 2009;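 active = GFP response relative to DMSO above a set limit, near the screen mean plus 3 SD, cut at about 150% in these data; inconclusive = Fewer than 70 cells measured for a yeast strain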;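 also: ratio of well median GFP fluorescence to mean of DMSO wells on the plate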
RPL19A-GFP yeast – RPL19A-GFP expression modulators in yeast, primary screen, cell-based, S. cerevisiae, multiplex flow cytometry, MLPCN; 330,000 tested, 0.3% active; S. cerevisiae RPL19A-GFP strain, 3 h; active compounds read low; percent response vs DMSO, % at 10 µM; AID 2025, 2009;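 active = percent response vs DMSO below 50%; inconclusive = fewer than 70 events counted for the yeast strain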;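 also: median channel GFP fluorescence of the barcoded RPL19A-GFP strain; ratio of sample median GFP to plate DMSO average so 100% = DMSO; lower means less RPL19A-GFP as with rapamycin TOR inhibition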
AGP1 TOR yeast – modulators of AGP1-GFP expression in yeast TOR pathway, primary screen, cell-based, multiplex flow cytometry, S. cerevisiae, MLPCN library. 3 h; GFP as percent of DMSO wells. GFP response vs DMSO, % at 10 µM. 320,000 tested, 0.02% active;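 active = GFP response relative to DMSO above a set limit, near screen average plus 3 SD, cut at about 150% in these data; inconclusive = fewer than 70 cells counted for the yeast strain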;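 also: median GFP channel fluorescence of the gated AGP1 strain per well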
LAP4 TOR yeast – modulators of LAP4-GFP expression in yeast, primary screen, S. cerevisiae, multiplex flow cytometry, MLPCN library | 3 h; median GFP as percent of DMSO wells | GFP response vs DMSO, % at 10 µM | 320,000 tested, 0.34% active;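 active = GFP response vs DMSO above a set limit, about the screen mean plus 3 SD, cut at about 150% in these data; inconclusive = under 70 cell events counted for the yeast strain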
VLA-4 inh – inhibition in human VLA-4 binding assay, primary screen, VLA-4 allosteric modulator project, MLPCN library, flow cytometry, VLA-4 expressing cells; inhibition, % (about 7 µM as worked out from the volumes in the protocol); ligand binding flow cytometry; 330,000 tested, 0.2% active; in the data active = inhibition above about 50%
MEP2 TOR yeast – modulators of MEP2-GFP levels in yeast, primary screen, S. cerevisiae, multiplex flow cytometry, MLPCN library. S. cerevisiae MEP2-GFP strain, 3 h; 100% = DMSO control level. GFP response vs DMSO, % at 10 µM. 330,000 tested, 0.51% active. AID 2016, 2009;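 active = GFP response versus DMSO above a set limit, roughly screen mean plus 3 SD, cut at about 180% in these data; inconclusive = fewer than 70 cells counted for a yeast strain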;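 also: median GFP fluorescence of the barcode-gated MEP2-GFP cells per well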
GRK2 inh – compounds blocking aptamer binding on GRK2 – biochemical, human GRK2, bead flow cytometry, HTS, primary screen. Beta-adrenergic receptor kinase 1 (Homo sapiens), P25098. FAM-aptamer displacement from GRK2. inhibition of aptamer binding, % at 10 µM. 330,000 tested, 0.59% active;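 active = inhibition of aptamer binding above 40%, roughly 3 SD of noise, on plates passing a quality check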;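 also: median bead fluorescence of bound FAM aptamer so fluorescent compounds give negative values; no value below 0 was filed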
Target sequence (P25098 whole entry, looked up): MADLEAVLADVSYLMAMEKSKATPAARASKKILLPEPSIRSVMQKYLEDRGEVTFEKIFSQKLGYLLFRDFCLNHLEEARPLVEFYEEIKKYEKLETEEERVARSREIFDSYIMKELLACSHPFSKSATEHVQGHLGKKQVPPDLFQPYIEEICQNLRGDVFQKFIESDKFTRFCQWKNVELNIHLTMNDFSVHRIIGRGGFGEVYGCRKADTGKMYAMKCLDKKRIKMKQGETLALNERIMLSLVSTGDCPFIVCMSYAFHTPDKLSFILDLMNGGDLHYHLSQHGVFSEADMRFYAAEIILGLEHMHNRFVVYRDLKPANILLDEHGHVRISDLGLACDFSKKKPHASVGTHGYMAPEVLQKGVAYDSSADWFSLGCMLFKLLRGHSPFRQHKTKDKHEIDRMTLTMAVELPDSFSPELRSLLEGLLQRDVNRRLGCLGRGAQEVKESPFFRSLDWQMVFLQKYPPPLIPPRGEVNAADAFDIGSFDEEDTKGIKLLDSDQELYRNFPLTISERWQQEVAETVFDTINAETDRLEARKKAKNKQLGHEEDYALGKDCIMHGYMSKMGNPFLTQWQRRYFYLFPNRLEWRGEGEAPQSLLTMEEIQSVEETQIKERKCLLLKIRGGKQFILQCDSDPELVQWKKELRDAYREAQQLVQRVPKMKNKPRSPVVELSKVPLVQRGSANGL
JMJD2C inh – inhibitors of GASC-1 histone demethylase, primary screen, biochemical, fluorescence, DELFIA europium; Lysine-specific demethylase 4C (Homo sapiens), Q9H3R0; GST-JMJD2C(1-420) H3K9me3 demethylation; inhibition, % at 2.35 µM; 330,000 tested, 0.069% active; AID 2099, 2009;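 active = more than half of a compound's replicate wells show inhibition beyond 50%, single wells judged on their own value; inconclusive = some, but no more than half, of replicates pass 50% inhibition; inactive = no replicate passes 50% inhibition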;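 also: signal counts dimethyl H3K9 product captured on neutravidin plate; 0% = median of DMSO wells and 100% = 0.3 times that DMSO median; strong numbers were not always called active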
Target sequence (Q9H3R0 1-420 limits assumed): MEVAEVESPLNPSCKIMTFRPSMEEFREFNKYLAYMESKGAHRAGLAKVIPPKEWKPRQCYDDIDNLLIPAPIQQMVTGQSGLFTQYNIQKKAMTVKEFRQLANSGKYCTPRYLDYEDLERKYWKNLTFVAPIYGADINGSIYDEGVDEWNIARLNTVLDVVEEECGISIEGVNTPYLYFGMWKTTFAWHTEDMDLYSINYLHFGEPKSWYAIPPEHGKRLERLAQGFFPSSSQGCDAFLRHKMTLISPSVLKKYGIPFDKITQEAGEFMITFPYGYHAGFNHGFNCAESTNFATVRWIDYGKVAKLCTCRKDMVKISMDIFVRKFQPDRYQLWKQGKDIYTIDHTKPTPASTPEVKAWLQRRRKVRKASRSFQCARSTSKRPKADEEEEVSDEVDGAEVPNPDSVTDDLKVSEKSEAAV
* marks the source's active call; other numbers are inactive results; ? = inconclusive; . = not tested or not shown; & = joins results of further samples. Compounds were not picked by outcome (roughly 1.7% active in at least one column).

CIT2-GFP yeast,RPL19A-GFP yeast,AGP1 TOR yeast,LAP4 TOR yeast,VLA-4 inh,MEP2 TOR yeast,GRK2 inh,JMJD2C inh,canonical_smiles
99,101,92,87,20,96,4,-24,COc1cccc(C(=O)NC(=S)NCc2ccco2)c1
101,101,100,96,5,102,0,-1,Cc1ccc(S(=O)(=O)NC2=C(N3CCN(Cc4ccccc4)CC3)C(=O)c3ccccc3C2=O)cc1
111,94,112,103,2,86,1,?,CCOC(=O)/C(C#N)=C/Nc1ccsc1C(=O)OC
103,101,106,103,12,102,0,-16,O=C(CCN1C(=O)C2C3C=CC(C3)C2C1=O)NCCN1CCCc2ccccc21 (stereo not drawn)
104,97,99,102,1,96,0,3,CCOc1ccc(NC(=O)C2CCCN(S(=O)(=O)c3c(C)noc3C)C2)cc1 (stereo not drawn)
110,106,104,106,-10,106,2,-2,COC(=O)C(C)n1cnc2c(nnn2Cc2ccc(Cl)cc2)c1=O (stereo not drawn)
90,89,94,96,25,87,6,-1,C[C@H](CCC(=O)O)[C@H]1CC[C@H]2[C@@H]3CC[C@@H]4C[C@H](O)CC[C@]4(C)[C@H]3C[C@H](O)[C@]12C
84,107,95,92,-10,104,0,9,CC(C)(C)NC(=O)c1ccccc1-c1nc2ccccc2s1
94,111,93,68,2,99,8,-8,CC1Cc2cc(/C(O)=C3/C(=O)C(=O)N(CCN4CCOCC4)C3c3ccc([N+](=O)[O-])cc3)ccc2O1 (stereo not drawn)
97,97,94,107,-10,95,0,-2,O=c1/c(=C/c2ccccc2)sc2nnc(-c3cccs3)n12
92,97,103,105,2,99,1,-11,Cc1cccc(COc2ccccc2C(=O)NC2CCC(O)CC2)c1 (stereo not drawn)
108,109,120,125,-13,108,0,3,O=C(CC1CCCCC1)NCCS(=O)(=O)N1CCN(c2ccccc2)CC1
96,101,95,90,0,101,1,-1,CCOc1ccc(NC(=O)N2CCCC2C(=O)NCC2CCCO2)cc1 (stereo not drawn)
95,92,92,95,2,93,4,5,CCCOc1ccc(C(=O)CCC(=O)OCC(=O)Nc2ccc(Oc3ccccc3)cc2)cc1
82,107,105,102,1,97,0,-2,Cc1ccc2cc(CN(CC3CCCO3)C(=O)NC3CCCCC3)c(=O)[nH]c2c1C (stereo not drawn)
97,97,104,105,-5,103,2,-1,N#Cc1cc(Nc2c(N)nc[nH]c2=O)c([N+](=O)[O-])cc1C#N
101,75,30,92,13,118,0,10,O=C(NNC(=O)c1cc(OCC(F)(F)F)ccc1OCC(F)(F)F)c1ccc(Cl)c(Cl)c1
98,102,95,94,-20,110,0,-1,COc1ccc(C(=O)COc2ccc3c(C)cc(=O)oc3c2)cc1
.,99,103,90,3,99,3,0,O=C1c2ccccc2C(=O)N1CCCc1nc(-c2ccccn2)no1
102,98,112,104,24,108,1,0,Cc1cc(S(=O)(=O)N2CCCC(C(=O)Nc3ccc(C(=O)O)cc3)C2)ccc1Cl (stereo not drawn)

Other structures
CIT2-GFP yeast,RPL19A-GFP yeast,AGP1 TOR yeast,LAP4 TOR yeast,VLA-4 inh,MEP2 TOR yeast,GRK2 inh,JMJD2C inh,canonical_smiles
105,100,97,96,-1,110,5,-5,CC(C)CCN1CCN(Cc2cccc3nonc23)CC1CCO (stereo not drawn)
92,95,92,92,-13,91,0,3,CCOC(=O)c1ccccc1NC(=O)c1ccc2nc[nH]c2c1
87,94,86,98,-5,88,1,-10,CCOC(=O)[C@@H]1[C@H]2COc3ccc(Br)cc3[C@@H]2N2C(=O)N(c3cccc(F)c3)C(=O)[C@]12C
89,86,94,95,4,93,1,12,CCO/C=C1\C(=O)N(c2ccc(OCC)cc2)C(=O)c2ccccc21
87,99,100,91,4,101,25,-28,O=C(c1ccco1)N1CCN(C(=O)c2ccccc2NS(=O)(=O)c2ccc(F)cc2)CC1
95,90,90,90,14,98,3,-1,COc1ccc(-c2sc3cc(OC)c(OC)cc3c2C#CCCO)cc1
90,96,97,96,12,95,3,-8,COc1cccc2c1OCC([C@@H]1C[C@H]3CN(Cc4cccc(Cl)c4)C(=O)[C@]34CCCN14)=C2
100,98,101,100,4,102,0,-3&1,O=C(Cn1c(=O)n(-c2cccc(Cl)c2)c(=O)n1CC(=O)N1CCCCC1)N1CCCCC1
93,102,97,96,-4,95,0,-23,COCCNc1c(-c2cc3ccc(C)c(C)c3[nH]c2=O)nc2ccccn12
99,102,103,101,0,105,0,-11,CCOc1ccc(CN(CC)C(=O)c2ccc3c(c2)[nH]c(=O)c(=O)n3CC)cc1OC
94,104,81,85,9,98,0,-14,Cc1cnc(CNC(=O)c2ccc3oc(Cc4ccc(Cl)cc4)nc3c2)cn1
112,109,105,95,8,101,11,-6,CS(=O)(=O)Nc1ccc(C2=NN(S(C)(=O)=O)C(c3ccccc3)C2)cc1 (stereo not drawn)
101,101,84,135,-10,88,0,-1,Cc1ccc(S(=O)(=O)N2[C@@H](c3ccc(F)cc3)C(C(=O)O)=CC[C@H]2c2ccc(Cl)cc2)cc1
102,108,127,90,19,101,0,4,O=C(O)CSc1nnc(COc2ccc(Br)cc2)n1-c1ccccc1
88,101,94,104,27,107,0,4,CCOc1ccccc1-c1ccc(C(=O)NCc2ccccc2)o1
91,94,99,100,1,97,2,4,COC(=O)c1cc2ccsc2n1CC(=O)N1CCCc2ccccc21
93,98,98,105,14,98,1,6,COc1ccc2c(CC(=O)OCC(=O)c3ccc(F)cc3)coc2c1
104,111,109,98,15,105,2,-8,O=C(CS(=O)(=O)c1ccccc1)NCc1ccco1
95,96,96,92,-7,94,0,-2,CC(C)CN(CCCNC(=O)CN1C(=O)COc2ccc(S(=O)(=O)N3CCOCC3)cc21)CC(C)C
96,101,95,100,9,100,2,0,Cc1ccc(C(=O)C[n+]2cc(-c3ccc(C)cc3)n3c2CCCCC3)cc1

(continued)
CIT2-GFP yeast,RPL19A-GFP yeast,AGP1 TOR yeast,LAP4 TOR yeast,VLA-4 inh,MEP2 TOR yeast,GRK2 inh,JMJD2C inh,canonical_smiles
102,97,107,99,0,102,3,-1,CC(=NCCCN(C)C)C1=C(O)c2ccccc2C1=O
93,100,96,93,4,99,2,13,COc1ccc(OCC(O)CNS(=O)(=O)c2cccs2)cc1 (stereo not drawn)
105,98,.,106,5,105,0,-4,O=C(Oc1ccc(-c2cnc3ccccc3n2)cc1)c1cccc([N+](=O)[O-])c1
93,93,99,101,8,94,0,-4,Fc1ccc(C2=CSC3=NCCN23)cc1
93,93,96,100,14,91,0,3,O=C(c1ccco1)N1CCN(C(=O)C2CC(=O)N(c3ccc(Cl)cc3)C2)CC1 (stereo not drawn)
85,98,95,97,8,100,0,-5,CCOC(=O)c1c(NC(=O)CSc2nnc(C)c(=O)[nH]2)sc(C)c1C
117,113,113,94,-6,105,0,-3,CC1CCCCN1C(=O)COc1ccc(F)cc1 (stereo not drawn)
83,96,98,104,0,99,1,7,O=C(C1COc2ccccc2O1)N1CCN(c2ccccc2O)CC1 (stereo not drawn)
110,100,106,102,-8,101,0,14,C=CCN(c1ccc(C(=O)Nc2ccc(C)cc2)cc1)S(C)(=O)=O
105,99,108,107,9,97,0,-8,Cc1ccc(S(=O)(=O)N2CCN(c3ccccc3)CC2)cc1C(N)=O
93,97,90,101,4,95,9,2,CCc1ccc(N2CCN(C(=O)c3ccc4c(c3)OCO4)CC2)cc1
104,104,113,96,2,106,1,13,Cc1ccccc1Nc1nc(N)nc(COC(=O)c2cccn2C)n1
98,100,104,100,0,97,4,-17,NC(=NC(=O)c1ccccc1)N1N=CCC1c1ccccc1 (stereo not drawn)
104,96,103,95,12,92,0,-1,COc1ccc(CNC(=O)C2CC(=O)N(c3ccc(OCC(=O)N4C(C)CCCC4C)cc3)C2)cc1 (stereo not drawn)
102,99,105,107,3,98,0,11,COc1ccc(C(=O)C2CCCN(Cc3cn[nH]c3-c3ccc(F)cc3)C2)cc1OC (stereo not drawn)
101,109,100,92,7,103,0,-6,CC(C)(C)C1CCC(N2CCN(c3ccccc3)CC2)CC1 (stereo not drawn)
102,95,99,94,-6,97,0,13,COc1ccc(-n2nc(C(=O)NCC(=O)NCC3COc4ccccc4O3)c3ccccc3c2=O)cc1OC (stereo not drawn)
92,95,94,96,5,106,0,6,CC(C)c1ccc(C(C(=O)NC2CCCC2)N(C(=O)c2csnn2)C2CC2)cc1 (stereo not drawn)
99,96,99,92,-15,97,1,7,Cc1cccc([N+](=O)[O-])c1NC(=O)CSc1nnc2ccccn12
102,103,104,87,7,96,0,-3,COC(=O)C1=C(C)N(C)C(=S)NC1c1ccc(Cl)cc1 (stereo not drawn)

An excerpt from above with just RPL19A-GFP yeast:
structure,RPL19A-GFP yeast
CC(C)(C)C1CCC(N2CCN(c3ccccc3)CC2)CC1 (stereo not drawn),109
COc1ccc(-n2nc(C(=O)NCC(=O)NCC3COc4ccccc4O3)c3ccccc3c2=O)cc1OC (stereo not drawn),95

More structures
CIT2-GFP yeast,RPL19A-GFP yeast,AGP1 TOR yeast,LAP4 TOR yeast,VLA-4 inh,MEP2 TOR yeast,GRK2 inh,JMJD2C inh,canonical_smiles
97,97,100,118,2,106,0,-1,O=C1COc2ccc(-c3csc(NCCc4ccccc4)n3)cc2N1
102,99,102,99,0,102,0,-9,CN(C)c1ccc(N2CC(C)(C)C2=O)cc1
101,98,97,102,18,100,3,-5,COc1cccc(-c2csc(N3CCN(C(=S)Nc4cccc(Cl)c4)CC3)n2)c1
91,98,95,117,-20,99,0,4,Cc1ccccc1CN1C(=O)c2ccccc2Sc2ccc(C(=O)O)cc21
98,91,93,94,5,96,6,3,CC(C)c1nc2cc(C(=O)N(C)Cc3ccc(F)cc3)ccc2o1
101,95,102,103,33,95,0,8,Cc1nc2c(-c3ccccc3)c(C)[nH]n2c(=O)c1Cl
100,101,.,96,-8,100,3,3,Cc1cc(NC(=O)CSc2nnc(CNc3ccc(F)cc3)n2C2CCCCC2)no1
106,105,129,103,29,103,0,11,CC(=O)Nc1ccc(C(=O)NN2C(=O)NC3(CCCCC3)C2=O)cc1
99,99,102,101,17,105,3,-8,COc1ccc(NC(=O)c2sc(NC(=O)C3CC3)nc2C)cc1
105,94,98,88,4,90,9,0,COc1ccc(NC(=O)C2CCCN2S(=O)(=O)c2ccc3c(c2)CC(C)N3C(C)=O)cc1OC (stereo not drawn)
94,101,101,93,10,105,0,-7,CCn1nc(C)c(CN2CCN(Cc3cccc(OC)c3)C(CCO)C2)c1C (stereo not drawn)
126,116,117,105,-20,109,2,1,O=S1(=O)C=C(SCc2ccccc2)Nc2ccccc21
88,100,96,105,15,99,0,0,Cc1ccc2cc3c(NC(=O)C(C)C)nn(C)c3nc2c1
108,103,101,100,7,105,0,5,COC(=O)c1ccc(CN2C(=O)C(C)N(C(=O)c3c(F)cccc3F)c3ccccc32)cc1 (stereo not drawn)
108,105,100,88,9,108,0,-4,C[N+](C)(C)CCCCCCC(=O)/C=N/O
91,96,96,97,1,94,0,3,CN(C(=O)C1CCCO1)c1nnc(-c2cnccn2)s1 (stereo not drawn)
98,100,101,103,10,98,2,-9,O=C(NCCOc1ccccc1F)c1cc([N+](=O)[O-])ccc1N1CCOCC1
108,109,107,99,6,114,0,10,Cc1nc(-c2cc(-c3ccc(Cl)cc3)no2)cs1
